High-throughput results (PubChem BioAssay)
BoNT-F LC inh – BoNT/F light chain protease inhibitors, primary screen, biochemical, flow cytometry, MLPCN library. Multiplex microsphere protease cleavage assay. AID 588497, 2011. Botulinum neurotoxin type F light chain protease (Clostridium botulinum). inhibition, % at 10 µM. hit rate 0.22% among 360,000; in the data active means inhibition above about 35%, passing the limit was not always enough; inconclusive means no clear call, values can overlap the other calls; further: plate controls were buffer without enzyme for full effect and enzyme alone for no effect
TcdB GH inh – TcdB glycohydrolase inhibitors, primary screen, biochemical, single point, plate reader; inhibition, % at 9.99 µM; TcdB glycohydrolase enzymatic assay; AID 652162, 2013; Toxin B (Clostridioides difficile), P18177; hit rate 0.24% among 350,000; in the data active means inhibition above about 10%
Target sequence (P18177 whole entry, looked up): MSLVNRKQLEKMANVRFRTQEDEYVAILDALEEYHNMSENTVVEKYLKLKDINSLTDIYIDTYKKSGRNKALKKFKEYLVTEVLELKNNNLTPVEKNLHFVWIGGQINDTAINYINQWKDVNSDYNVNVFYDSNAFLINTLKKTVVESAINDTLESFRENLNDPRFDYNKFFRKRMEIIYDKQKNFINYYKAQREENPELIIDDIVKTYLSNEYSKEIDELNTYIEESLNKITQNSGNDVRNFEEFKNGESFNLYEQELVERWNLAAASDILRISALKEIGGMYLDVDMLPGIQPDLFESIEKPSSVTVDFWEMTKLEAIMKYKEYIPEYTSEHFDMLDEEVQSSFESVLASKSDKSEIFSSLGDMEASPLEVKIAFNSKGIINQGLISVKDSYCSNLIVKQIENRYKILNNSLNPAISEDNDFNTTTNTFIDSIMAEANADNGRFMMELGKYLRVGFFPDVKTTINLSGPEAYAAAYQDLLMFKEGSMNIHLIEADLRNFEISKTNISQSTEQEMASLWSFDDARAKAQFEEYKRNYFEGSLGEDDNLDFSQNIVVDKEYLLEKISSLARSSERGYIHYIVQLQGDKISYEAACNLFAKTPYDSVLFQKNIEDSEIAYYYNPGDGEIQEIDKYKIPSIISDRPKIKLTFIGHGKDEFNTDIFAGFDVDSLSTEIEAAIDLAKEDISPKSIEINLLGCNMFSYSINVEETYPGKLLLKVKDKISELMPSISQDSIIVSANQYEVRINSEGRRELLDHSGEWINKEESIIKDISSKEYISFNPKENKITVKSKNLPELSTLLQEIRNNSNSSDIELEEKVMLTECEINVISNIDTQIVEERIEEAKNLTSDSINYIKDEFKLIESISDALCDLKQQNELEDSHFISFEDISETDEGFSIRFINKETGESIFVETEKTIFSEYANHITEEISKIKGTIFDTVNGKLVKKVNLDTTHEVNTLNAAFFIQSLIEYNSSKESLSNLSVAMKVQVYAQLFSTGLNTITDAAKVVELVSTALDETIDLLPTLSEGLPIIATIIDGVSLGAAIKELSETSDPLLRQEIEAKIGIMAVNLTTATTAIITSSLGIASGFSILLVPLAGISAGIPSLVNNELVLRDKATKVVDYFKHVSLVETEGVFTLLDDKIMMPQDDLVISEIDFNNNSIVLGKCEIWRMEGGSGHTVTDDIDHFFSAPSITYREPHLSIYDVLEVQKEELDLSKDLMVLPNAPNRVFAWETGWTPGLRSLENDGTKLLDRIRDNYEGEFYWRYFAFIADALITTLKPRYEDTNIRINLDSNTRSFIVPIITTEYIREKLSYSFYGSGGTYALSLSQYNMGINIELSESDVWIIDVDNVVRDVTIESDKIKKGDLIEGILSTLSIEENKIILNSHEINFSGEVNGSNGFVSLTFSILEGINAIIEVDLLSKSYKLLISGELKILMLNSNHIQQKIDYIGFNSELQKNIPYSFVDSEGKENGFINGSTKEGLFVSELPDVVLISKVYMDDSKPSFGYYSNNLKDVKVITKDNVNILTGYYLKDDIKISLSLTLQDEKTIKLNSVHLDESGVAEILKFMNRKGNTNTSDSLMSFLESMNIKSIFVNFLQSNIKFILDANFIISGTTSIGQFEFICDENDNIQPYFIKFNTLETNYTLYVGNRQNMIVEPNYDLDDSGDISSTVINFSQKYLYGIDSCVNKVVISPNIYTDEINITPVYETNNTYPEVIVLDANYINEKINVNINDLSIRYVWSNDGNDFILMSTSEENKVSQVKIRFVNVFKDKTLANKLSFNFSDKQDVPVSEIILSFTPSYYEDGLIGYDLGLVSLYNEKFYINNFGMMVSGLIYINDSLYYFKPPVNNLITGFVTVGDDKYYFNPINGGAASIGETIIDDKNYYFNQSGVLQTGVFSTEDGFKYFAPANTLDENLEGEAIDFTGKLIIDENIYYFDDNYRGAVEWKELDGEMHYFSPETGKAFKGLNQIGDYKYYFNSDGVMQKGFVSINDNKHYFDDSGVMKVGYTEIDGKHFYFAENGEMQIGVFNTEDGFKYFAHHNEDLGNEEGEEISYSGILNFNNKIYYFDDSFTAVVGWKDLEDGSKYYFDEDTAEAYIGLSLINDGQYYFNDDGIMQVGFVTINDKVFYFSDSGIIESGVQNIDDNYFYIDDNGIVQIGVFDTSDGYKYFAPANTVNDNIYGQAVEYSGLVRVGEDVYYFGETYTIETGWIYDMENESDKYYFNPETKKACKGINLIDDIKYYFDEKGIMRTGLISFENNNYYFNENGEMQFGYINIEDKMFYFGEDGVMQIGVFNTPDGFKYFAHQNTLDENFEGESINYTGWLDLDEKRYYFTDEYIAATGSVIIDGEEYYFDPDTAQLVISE
Anthrax LF inh2 – Bacillus anthracis LF protease inhibitors, primary screen, biochemical, multiplex microsphere, MLPCN library; inhibition, % at 10 µM; multiplex microsphere protease cleavage assay; Lethal factor (Bacillus anthracis), P15917; hit rate 0.12% among 360,000; further: plate controls were buffer without enzyme for full effect and enzyme alone for no effect
FadD28 FP inh – inhibitors of FadD28 bisubstrate probe binding, primary screen, biochemical, fluorescence polarization, single point; Mycobacterium tuberculosis FadD28 fatty-acid-AMP ligase; hit rate 0.22% among 360,000; inhibition, % at 12.5 µM; in the data active means inhibition above about 8.5%, passing the limit was not always enough; inconclusive means no clear call, values can overlap the other calls
Yp Topo-I inh – Yersinia pestis topoisomerase I inhibitors, primary screen, biochemical, cleavage product accumulation, plate reader, single point; hit rate 0.064% among 360,000; DNA topoisomerase I (Yersinia pestis CO92); activity, % at 10 µM; Y. pestis Topo-I cleavage product accumulation; in the data active means activity above about 50%, passing the limit was not always enough; inconclusive means no clear call, values can overlap the other calls; further: inactives centre near 2
BoNT-A LC inh2 – BoNT/A light chain protease inhibitors, primary screen, biochemical, flow cytometry, MLPCN library. hit rate 0.17% among 360,000. inhibition, % at 10 µM. AID 588499, 2011. Botulinum neurotoxin type A light chain protease (Clostridium botulinum A str. ATCC 3502). multiplex microsphere protease substrate cleavage; further: plate controls were buffer without enzyme for full effect and enzyme alone for no effect
PrPC TRFRET – inhibitors of human cell surface prion protein PrPC, primary screen, cell-based, TR-FRET | TR-FRET read-out | hit rate 0.43% among 370,000 | Major prion protein (Homo sapiens), P04156 | inhibition, % at 13.8 µM; in the data active means inhibition above about 24%; further: 0% = median of the test wells and 100% = reference compound wells
CCHFV vOTU inh – CCHFV vOTU protease inhibitors, primary screen, biochemical, Pep-AMC substrate, fluorescence; AID 651958, 2012; inhibition, % at 11.5 µM; hit rate 0.55% among 370,000; Crimean-Congo hemorrhagic fever virus L polyprotein viral ovarian tumor (vOTU) protease …; in the data active means inhibition above about 30%; further: 0% = vehicle wells with enzyme and 100% = no enzyme wells
PfHsp40 rescue – rescue of yeast from PfHsp40 toxicity, primary screen, S. cerevisiae, ATP luminescence | S. cerevisiae expressing PfHsp40, growth rescue | growth rescue, % at 12.5 µM | hit rate 0.68% among 340,000 | AID 504582, 2011; in the data active means growth rescue above about 28%, passing the limit was not always enough; inconclusive means no clear call, values can overlap the other calls;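 further: yeast W303a lacking pdr1 and pdr3 grown in galactose medium; growth measured after three days at 30 °C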
An asterisk follows results filed as active; ? = inconclusive; · = not tested or not shown. Unless noted, no stated cut-off is given here; in the data, active means inhibition above about 30%; inconclusive means no clear call, values can overlap the other calls; inactive means below that.

Under each structure – BoNT-F LC inh	TcdB GH inh	Anthrax LF inh2	FadD28 FP inh	Yp Topo-I inh	BoNT-A LC inh2	PrPC TRFRET	CCHFV vOTU inh	PfHsp40 rescue
CCOC(=O)[C@@]1(C#N)[C@@H]2C=CC(C(N)=O)=CN2[C@@H](C(N)=O)[C@@H]1c1cccc(Cl)c1
→ -24	·	-3	2.2	-2	-1.4	0	17	0.9
CCN1C(=O)c2ccccc2S(=O)(=O)c2ccc(C(=O)NCCOC)cc21
→ 61*	1.6	10	-4.0	0	1.9	-8	-15	-1.8
O=C(CN1CCN(Cc2ccccc2)CC1)Nc1ccc(N2CCOCC2)cc1
→ -13	0.7	-2	-2.9	3	0.2	-5	-14	-0.3
O=C(CN1C(=O)CCC1=O)Nc1cccc2c1C(=O)NC2=O
→ -8	0.4	-1	0.3	2	-0.4	-3	-3	-1.7
Cc1cc(O)c(-c2cc(C(=O)NCc3ccc4c(c3)OCO4)[nH]n2)cc1C
→ ?	-0.1	0	-1.9	5	-1.1	-3	-3	-0.7
Cc1ccc(OC(C)C(=O)Nc2ccc(F)cc2)c([N+](=O)[O-])n1 (stereo not given)
→ -3	-0.7	-1	-0.7	1	-0.4	4	4	-0.2
COc1ccc(NS(=O)(=O)c2cn(C)cn2)c(OC)c1
→ 3	1.2	-2	-0.2	1	0.3	-6	12	0.9
Cc1cc(C(=O)NNC(=O)Nc2ccccc2)no1
→ -9	0.6	-7	-1.9	-6	0.1	3	-2	-0.3
CN(C)c1ncnc2c1ncn2-c1ccccc1
→ 1	0.9	-6	-1.1	8	-0.4	-3	2	-0.6
CC(C)(C)NC(=O)c1ccccc1-c1nc(-c2ccccc2Cl)no1
→ 6	·	-2	-2.7	10	-0.4	-3	15	0.6
CC(C)(C)SCCNS(=O)(=O)c1ccc(C#N)cc1
→ -11	-0.7	-2	-1.1	-7	0.1	1	6	-0.9
CC1CCc2cc(F)ccc2N1C(=O)c1cnc2sccn2c1=O (stereo not given)
→ -4	-0.6	-1	-1.4	-10	-0.3	9	14	-1.3
Cc1ccc(C)c(NC2=NCCCS2)c1
→ 0	·	2	-0.8	-5	0.8	-5	-3	0.7
Cc1ccccc1CNc1nnnn1C
→ -4	1.8	-2	-3.2	2	-0.8	-6	-6	-0.6
COC(=O)C(C)N(C(=O)c1ccc(C(=O)c2ccccc2)cc1)c1c(C)cccc1C (stereo not given)
→ 6	·	-4	-3.7	1	0.0	-5	11	2.0
COC(=O)C1=C(c2ccc(Cl)c(C(F)(F)F)c2)C[C@@H]2CC[C@H]1N2C(=O)NCc1ccco1
→ -2	1.3	-11	-0.3	35	0.3	3	11	2.8
COc1ccc(S(=O)(=O)CCC(=O)N2CCN(c3ccc(C(C)=O)cc3)CC2)cc1
→ 8	0.4	-2	-2.2	12	0.3	0	18	-0.4
C[C@@H]1CC[C@]2(C(=O)O)CC[C@]3(C)C(=CCC4[C@]56CC[C@@](O)(OC5)C(C)(C)C6CC[C@]43C)C2[C@H]1C (stereo not given in full)
→ -10	·	-5	-4.7	25	-1.4	·	·	1.4
CN(CC(=O)Nc1ccccc1Br)C(=O)c1ccccc1OCc1ccc(Cl)cc1
→ -3	1.1	-2	-1.9	35	0.5	-2	8	4.3
C/C=C/c1ccc(OC)c(OC(C)=O)c1
→ 4	·	7	-2.6	6	-0.7	-5	0	-0.2
CCOC(=O)N/N=C\c1ccc(OC(=O)c2ccco2)cc1
→ -1	0.1	-6	-4.0	-9	-0.9	7	6	0.0
CN(C)c1ccc(CN(C(=O)c2ccco2)C2CCS(=O)(=O)C2)cc1 (stereo not given)
→ -24	-1.0	0	-1.2	4	-1.7	5	-9	-1.5
CCOC(=O)Cc1csc(NC(=O)Cc2ccc(Br)cc2)n1
→ ?	0.7	-11	-0.5	0	?	1	-1	-1.0
COc1cc(OC)cc(-c2cc3ccc(OC)cc3cn2)c1
→ -8	3.1	-5	-1.2	-14	-0.5	2	13	3.1
CCC(=O)N1CCN(c2ccccc2NC(=O)Cc2ccc(Cl)cc2)CC1
→ -1	·	-13	-0.3	17	0.3	-2	-3	0.3
Cc1ccc(CNc2ccc3c(c2)ncn3C(C)(C)C)cc1
→ -7	-0.9	-3	-0.1	31	-1.5	3	-5	2.2
CCOC(=O)NN1C(=O)c2ccccc2NC1c1ccccn1 (stereo not given)
→ -6	0.4	3	-0.6	7	-0.5	4	-40	-1.1
O=C(CN1C(=O)c2ccccc2S1(=O)=O)Nc1ccc(S(=O)(=O)N2CCCCC2)cc1
→ 0	·	1	0.8	14	0.3	2	4	1.2
Cc1cc(N2C(=O)C(=O)/C(=C(/O)c3ccc(Cl)cc3)C2c2cccc(Br)c2)no1 (stereo not given)
→ 3	·	4	2.7	4	0.8	10	12	-0.8
NC(=O)Cn1nnc(-c2ccccc2NC(=O)c2cnccn2)n1
→ -8	·	-4	-0.5	11	-0.4	-3	3	-2.4
CCCCN1C(=O)C(CC(=O)NC(c2ccccc2)c2ccccc2)CC(C(=O)N(C(C)C)C(C)C)=C1C (stereo not given)
→ -4	1.0	-5	-3.6	11	0.5	3	24	·
COc1ccccc1-n1c(SCC(=O)Nc2cc(C)on2)nc2c(c1=O)SCC2
→ -4	3.0	-5	-1.1	-1	-1.0	-9	11	-1.4
Cc1ccc(CCNC(=O)C2CCCN(S(C)(=O)=O)C2)cc1 (stereo not given)
→ 8	-0.4	8	-0.1	5	1.6	4	4	-0.4
CCCn1c(SC(C)C(=O)N2CCOCC2)nc2ccc(Br)cc2c1=O (stereo not given)
→ -4	1.5	-6	-1.0	13	-0.6	7	9	-2.5
O=C(Nc1ccc(F)cc1F)c1cncc(Br)c1
→ 0	-0.7	0	-2.1	-6	-0.2	3	0	3.8
CCCc1cc(C(=O)N/N=C/c2ccc(CC)s2)c2ccccc2n1
→ -6	·	-4	0.2	8	-1.3	2	12	-1.3
CC(C)c1ccc(CNc2cc(N3CCCC3)ccc2[N+](=O)[O-])cc1
→ 0	1.4	-6	-0.8	2	-0.2	9	-11	1.6
O=[N+]([O-])/C=C1\CCCCCN1
→ 2	1.6	8	-0.7	-1	3.6	0	-8	0.3
O=C1CN(C(=O)COC(=O)CNC(=O)c2ccc(Cl)cc2)c2ccccc2N1
→ 0	2.1	-1	-3.0	4	-0.2	-1	24	2.6
O=C(/C=C/c1ccccc1Cl)Nc1cccc(S(=O)(=O)NC2=NCCCCC2)c1
→ -5	·	-2	-17	12	0.3	3	6	1.2
Fc1ccc2nc(Nc3nc4c(F)cccc4s3)sc2c1
→ 2	·	0	0.3	5	-0.1	-1	12	-0.9
COc1cccc(-c2cnc(C(O)c3ccc(F)c(C)c3)[nH]2)c1 (stereo not given)
→ -14	0.0	2	-2.4	0	-0.1	7	8	·
O=Cc1cc(N=Nc2ccccc2Cl)ccc1O
→ -8	1.3	-9	-0.2	-6	-0.2	-4	15	211*
Cc1ccc(NC(=O)c2cc(-c3ccc(C)o3)nc3ccccc23)nc1
→ 1	·	2	-2.3	8	2.6	3	11	-0.5
CCCCn1c(SCC(=O)c2ccc(OC)c(OC)c2)nc2cc(S(N)(=O)=O)ccc21
→ -3	·	-3	-6.3	28	-0.3	2	-5	1.7
O=C(Nc1ccc(-c2nc3ncccc3o2)cc1)c1ccco1
→ 15	·	-1	-1.6	-3	0.3	-1	-1	-0.2
S=c1[nH]nc(-c2cccnc2)n1/N=C/c1ccc(Br)s1
→ -4	·	-3	-3.8	2	0.8	9	26	-0.9
COc1ccccc1NC(=O)Nc1ccccc1C(=O)NCCCN1CCOCC1
→ ?	1.0	6	-1.8	-4	?	-4	-9	-0.7
Cc1ccc(N2CC(NS(=O)(=O)c3cccs3)CC2=O)cc1 (stereo not given)
→ -6	-1.2	1	-3.6	11	0.8	8	-12	1.8
CC(C)n1c2ccccc2c2nc3ccccc3nc21
→ 2	·	27	-3.3	12	55*	-2	8	0.9
Brc1ccc(-c2nc3ccc(Br)cn3c2Cc2ccccc2)cc1
→ -17	0.4	-7	-1.6	·	1.5	15	17	·
Cc1ccc(S(=O)(=O)N2CCC(C(=O)NCCC3=CCCCC3)CC2)c(C)c1
→ -7	0.0	0	-1.2	28	1.0	9	-4	2.1
O=C(CCCCCn1c(=S)[nH]c2cc3c(cc2c1=O)OCO3)N1CCN(c2ccccc2)CC1
→ 8	0.6	2	-0.7	-3	2.6	5	6	-0.3
COc1cc(NC(=O)CCCc2c[nH]c3ccccc23)cc(OC)c1
→ -2	0.8	-3	-2.7	-13	-0.4	8	-5	-0.2
Cc1ccc(-c2nnc(COC(=O)c3ccco3)o2)cc1
→ 6	-0.8	1	-0.7	4	-0.6	6	-4	-0.6
CCCc1cc(=O)[nH]c(SC(CC)C(=O)Nc2ccccc2C#N)n1 (stereo not given)
→ -6	·	-1	-5.6	9	-0.3	-4	-14	-1.0
COc1ccc(/C(C)=C(\C#N)C(=O)OC(C)C)cc1OC
→ 2	·	3	-5.7	-6	0.0	-3	-5	-0.6
O=C(c1ccccc1)c1ccc2c(c1)OCCOCCOCCO2
→ ·	-0.3	·	-1.1	-4	·	2	-8	?
Cc1c(C(=O)Nc2ccccc2F)sc2nc3n(c(=O)c12)CCC3
→ 2	0.6	0	-2.4	-5	0.8	-6	11	1.1
Cc1cc(C)cc(C(=O)NCC(=O)N(C)CCOc2ccccc2)c1
→ -4	0.5	7	·	17	0.8	0	-5	0.1

Record cards, as listed above. Order of screens: BoNT-F LC inh, TcdB GH inh, Anthrax LF inh2, FadD28 FP inh, Yp Topo-I inh, BoNT-A LC inh2, PrPC TRFRET, CCHFV vOTU inh, PfHsp40 rescue
`O=C(/C=C/c1ccccc1Cl)Nc1cccc(S(=O)(=O)NC2=NCCCCC2)c1` in the list: -5, ·, -2, -17, 12, 0.3, 3, 6, 1.2
`Cc1ccc(-c2nnc(COC(=O)c3ccco3)o2)cc1` in the list: 6, -0.8, 1, -0.7, 4, -0.6, 6, -4, -0.6

(cont.)
Under each structure – BoNT-F LC inh	TcdB GH inh	Anthrax LF inh2	FadD28 FP inh	Yp Topo-I inh	BoNT-A LC inh2	PrPC TRFRET	CCHFV vOTU inh	PfHsp40 rescue
c1ccc2[nH]c(Cn3nnc4ccccc43)nc2c1
→ 8	0.2	-7	-0.7	4	0.0	3	-4	0.4
Cc1ccc(CN2CCN(Cc3cccc(C)n3)CC2CCO)cc1 (stereo not given)
→ -5	1.6	0	-1.0	14	0.6	-4	-13	1.9
COc1cc(Cn2c(C(=O)O)cc3sccc32)cc(OC)c1OC
→ -18	·	1	-1.0	-1	0.7	8	-4	0.0
COc1ccc(N2C(=O)CN=C2Nc2nc(C)cc(C)n2)cc1
→ -10	·	4	-2.4	-2	0.6	-6	2	-0.8
O=C(c1c(F)cccc1F)N(Cc1ccccn1)C1CCCC1
→ 4	1.7	-5	-0.5	10	-0.4	·	·	2.6
COc1ccccc1-c1cc(C(=O)N/N=C\c2cnn(C)c2C)c2ccccc2n1
→ 6	1.7	0	-3.6	14	1.4	-4	-9	1.0
O=C(Cn1cnc2c(nnn2-c2ccccc2)c1=O)NCCc1ccccc1
→ 6	-0.3	0	-4.7	-3	-0.4	6	6	-1.2
O=C(NCCCn1ccnc1)c1ccc2ccccc2c1
→ 0	0.8	2	-1.5	10	0.9	-5	-14	-0.8
Cc1ccc(N(CC(=O)Nc2c(C)n(C)n(-c3ccccc3)c2=O)S(C)(=O)=O)c(C)c1
→ 0	-0.1	-2	-0.9	4	-0.9	4	5	-0.4
CCOC(=O)C1CCN(C(=O)Cn2cc3c(n2)CCC(C)C3)CC1 (stereo not given)
→ -1	1.8	-2	-3.0	3	-0.1	8	4	-0.4
